PMI act satM6P = human PMI activators, high substrate, primary screen, biochemical, fluorescence intensity, near-saturating mannose 6-phosphate; Mannose-6-phosphate isomerase (Homo sapiens), P34949; coupled PMI enzyme assay, resazurin fluorescence, 20 min; stronger effect = higher value; 1 = untreated enzyme, 0 = substrate-free blank; activation factor at 20 µM; 190,000 tested, 0.34% active;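 active means activation factor of 2 or more at 20 µM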
Target sequence (P34949 whole entry, looked up): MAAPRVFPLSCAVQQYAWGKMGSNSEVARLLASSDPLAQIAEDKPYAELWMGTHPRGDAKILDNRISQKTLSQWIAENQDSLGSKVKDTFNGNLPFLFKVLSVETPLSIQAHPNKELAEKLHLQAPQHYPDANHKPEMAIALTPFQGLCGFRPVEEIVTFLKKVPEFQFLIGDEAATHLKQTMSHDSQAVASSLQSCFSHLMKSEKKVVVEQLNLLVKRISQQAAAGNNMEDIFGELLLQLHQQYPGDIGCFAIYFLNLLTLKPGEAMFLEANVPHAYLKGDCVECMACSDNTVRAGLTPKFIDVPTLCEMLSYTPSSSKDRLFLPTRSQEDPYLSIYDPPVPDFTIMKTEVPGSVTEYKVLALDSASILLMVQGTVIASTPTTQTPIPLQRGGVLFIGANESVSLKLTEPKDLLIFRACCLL
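Test system: human phosphomannose isomerase with PGI, G6PDH, diaphorase coupling enzymes; Amount: PMI at 15 ng/mL final; Reagent: Mannose-6-phosphate 1.0 mM (near-saturating) plus 0.22 mM NADP+; Timing: 20 min, room temperature; Technique: resorufin fluorescence at Ex 544/Em 590 nm; Dosing: 20 µM single dose.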
PPARg SRC-2 ag = agonists of PPARg-SRC-2 recruitment, primary screen, biochemical, HTS | PPARgamma LBD-SRC-2 recruitment | activation, % at 8 µM | AID 1032, 2008 | Peroxisome proliferator-activated receptor gamma (Homo sapiens), P37231 | 200,000 tested, 0.34% active; in the data active means activation above about 22%;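 further: 0% = vehicle and 100% = reference agonist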
S1P3 antagonist = S1P3 receptor antagonists, primary screen, cell-based. CHO S1P3 NFAT-BLA reporter, FRET fluorescence, antagonist mode. inhibition, % at 4.98 µM. 170,000 tested, 0.27% active;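 active means inhibition above the plate cutoff, the mean inhibition of test wells on that plate plus 3 SD, cut at about 28% in these data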;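 further: cells challenged with S1P at its EC80 of 0.8 µM; blue over green emission ratio from cleaved BLA substrate after 4 h stimulation; 0% = S1P-stimulated wells and 100% = unstimulated DMSO-only wells; some compounds past the cut are filed as inactive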
Target sequence (Q99500 whole entry, looked up): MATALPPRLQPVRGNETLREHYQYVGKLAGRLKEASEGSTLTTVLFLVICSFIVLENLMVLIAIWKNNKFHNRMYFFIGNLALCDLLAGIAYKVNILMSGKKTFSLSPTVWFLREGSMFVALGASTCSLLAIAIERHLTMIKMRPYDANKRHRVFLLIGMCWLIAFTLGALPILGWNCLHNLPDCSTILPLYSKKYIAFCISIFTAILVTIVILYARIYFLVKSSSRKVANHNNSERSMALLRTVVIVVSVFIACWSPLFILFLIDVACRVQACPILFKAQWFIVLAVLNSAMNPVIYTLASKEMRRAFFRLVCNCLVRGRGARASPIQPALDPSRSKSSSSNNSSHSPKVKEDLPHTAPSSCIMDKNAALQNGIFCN
Diaph inh CS = diaphorase inhibitors and chemical oxidizers, primary screen, counter-screen for diaphorase-coupled primary assays, biochemical, uHTS, resorufin fluorescence; 190,000 tested, 0.69% active; AID 1217, 2008; diaphorase resazurin-to-resorufin fluorescence, NADH, 16 min; bacterial (C. kluyveri) enzyme, not human; inhibition, % at 20 µM;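 active means primary screen inhibition at 20 µM above a set limit, cut at about 50% in these data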;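 further: plate controls were DMSO with full reaction for no effect and wells lacking NADH for full effect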
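Benchmarks: positive control wells lacking NADH, neutral wells with DMSO only. System: bacterial diaphorase enzyme (C. kluyveri). Input: 0.14 U/mL diaphorase, enzyme working solution. Detection: resorufin fluorescence, excitation 544 nm, emission 590 nm. Times: 16-min room-temperature incubation before reading.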
G6PDH CS = L. mesenteroides G6PDH inhibitors, counter-screen for G6PDH-coupled screening assays, biochemical, Leuconostoc mesenteroides enzyme; AID 1020, 2008; Purified L. mesenteroides G6PDH, diaphorase/resazurin coupled fluorescence, 45 min; glucose-6-phosphate dehydrogenase [Leuconostoc mesenteroides]; 200,000 tested, 0.12% active; inhibition, % at 5 µM; in the data active means inhibition above about 50%
PMI activator = activators of human PMI, primary screen, biochemical, fluorescence intensity, near-Km mannose 6-phosphate. purified human PMI, coupled resazurin fluorescence, 20 min; stronger effect = higher value; 1 = vehicle control, 0 substrate-free wells. activation factor at 20 µM. 190,000 tested, 0.005% active;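 active means activation factor of 2 or more at 20 µM, relative to plate controls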
ROMK primary = ROMK potassium channel modulators, primary screen, cell-based, thallium flux, MLSMR library. ATP-sensitive inward rectifier potassium channel 1 (Homo sapiens), P48048. Tet-inducible ROMK, thallium flux fluorescence; actives lie on both sides. B-score at 10 µM. 130,000 tested, 2% active. AID 1918, 2009;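 active means signal ratio slope over the read window, or its plate-corrected B-score, at least 3 SD from the plate mean, either direction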;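 further: B-score of the F/F0 ratio slope over 7 to 12 s after thallium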
PPARg SRC-1 ag = PPARgamma agonists recruiting SRC-1 coactivator, primary screen, biochemical | AID 631, 2007 | activation, % at 8 µM | Peroxisome proliferator-activated receptor gamma (Homo sapiens), P37231 | PPARgamma-SRC-1 coactivator recruitment biochemical assay | 200,000 tested, 0.41% active; in the data active means activation above about 19%;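 further: 0% = DMSO and 100% = reference agonist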
Diaph act CS = compounds boosting diaphorase resazurin reduction – biochemical, uHTS, resorufin fluorescence, counter-screen for diaphorase-coupled primary assays, primary screen; Diaphorase/resazurin coupled assay, 16 min; stronger effect = higher value; 1 = vehicle wells, 0 = NADH-free wells; activation factor at 20 µM; 190,000 tested, 0.005% active; AID 1229, 2008;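 active means diaphorase activity raised at least twofold by the compound at 20 µM; inactive means activation factor below 2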
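Material: purified diaphorase enzyme from Clostridium kluyveri; Also added: 0.114 mM NADH and 0.1 mM resazurin, final amounts; Doses: single compound dose of 20 µM, 1% DMSO final; Times: 16 min enzyme reaction, ambient temperature; Detection: resorufin fluorescence, excitation 544 nm, emission 590 nm; Measure: increased resorufin signal from activators or reducing compounds.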
PPARg SRC3 recr = PPARgamma agonists recruiting SRC-3 coactivator, primary screen, biochemical; Peroxisome proliferator-activated receptor gamma (Homo sapiens), P37231; biochemical PPARgamma/SRC-3 coactivator recruitment assay; activation, % at 8 µM; 200,000 tested, 0.26% active; AID 731, 2007; in the data active means activation above about 23%;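 further: 0% = DMSO and 100% = reference agonist; some compounds past the cut are filed as inactive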
TR-FRET SRC-2 ct = TR-FRET signal artefacts, primary screen, artefact control for PPARgamma SRC-2 agonist project, biochemical | TR-FRET ratio at 8 µM | TR-FRET artefact counter-screen; stronger effect = higher value | 200,000 tested, 0.4% active; in the data active means TR-FRET ratio above about 2000; further: inactives centre near 1500
* hit, by the source's call; . = no result given. No enrichment for hits; overall some 3.3% were active at least once.

1	O=C(O)C1Cc2ccccc2CN1S(=O)(=O)c1ccc(Cl)cc1 (centres undefined)
2	COc1ccc(CNC(=O)C(c2cccs2)N(Cc2ccco2)C(=O)Cc2cccs2)cc1 (centres undefined)
3	Cc1nc(CNC(=O)c2ccccc2OC2CCN(S(C)(=O)=O)CC2)cs1
4	COc1ccc(NC2(c3ccccc3)OC(=O)c3ccccc32)cc1 (centres undefined)
5	O=C(O)c1cc(O)c2c(c1)C(=O)c1cccc(O)c1C2=O
6	CCSc1nc2ccccc2n1C(=O)/C=C/c1ccc(OC)c(OC)c1
7	Cc1ccc2c(C)ccc(O)c2n1
8	CCc1ccccc1NC(=O)/C(=C/c1ccco1)c1ccccc1
screen / no.	1	2	3	4	5	6	7	8
PMI act satM6P	1	1	1	1	0.6	1	0.7	1.1
PPARg SRC-2 ag	-6	9	-8	-4	-6	5	6	9
S1P3 antagonist	-7	.	-17	-14	-37	-2	.	.
Diaph inh CS	-1	9	3	2	32	10	18	0
G6PDH CS	1	7	5	5	38	0	26	-3
PMI activator	1	1	1	1	1.1	0.9	0.7	1.1
ROMK primary	0.0012	.	1.4	0.51	.	0.02	0.44	-1.4
PPARg SRC-1 ag	3	-3	-2	-1	3	0	6	2
Diaph act CS	1	0.9	1	1	0.7	0.9	0.8	1
PPARg SRC3 recr	-3	5	0	-4	1	-4	-3	-4
TR-FRET SRC-2 ct	1525	1544	1590	1490	1484	1461	1501	1360

9	O=C(COC(=O)c1ccncc1)NCc1ccccc1
10	Cc1cc(C)n(CC(O)Cn2c(C)c(C)c3ccccc32)n1 (centres undefined)
11	Cc1ccc(N2C(=O)C(Cl)=C(N3CCN(C)CC3)C2=O)c(C)c1
12	COc1cc(C(C[N+](=O)[O-])c2c(-c3ccccc3)cc3ccccn23)cc(OC)c1OC (centres undefined)
13	CCN(CC)C(=O)CSc1nnc(-c2cc(-c3ccc(Cl)cc3)nc3ccccc23)o1
14	O=Cc1ccc(-n2cncn2)cc1
15	CC1(C)CC(=O)C(C(C2=C(O)CC(C)(C)CC2=O)c2cccnc2)C(=O)C1 (centres undefined)
16	O=C(c1cc(-c2cccc(O)c2)on1)N1CCc2ccccc2C1
screen / no.	9	10	11	12	13	14	15	16
PMI act satM6P	1	1	1.2	1.4	0.9	1	1.1	0.9
PPARg SRC-2 ag	0	7	6	5	-2	-2	2	-1
S1P3 antagonist	10	.	.	.	-1	1	4	15
Diaph inh CS	16	11	7	18	19	7	7	16
G6PDH CS	1	3	1	14	-2	3	10	-36
PMI activator	1	0.9	1.2	1	1	1	1.1	0.9
ROMK primary	.	-0.048	0.015	-1.4	0.28	-0.2	.	.
PPARg SRC-1 ag	8	3	-1	4	1	4	5	-2
Diaph act CS	0.8	0.9	0.9	0.8	0.8	0.9	0.9	0.8
PPARg SRC3 recr	-6	5	15	4	1	0	4	2
TR-FRET SRC-2 ct	1552	1544	1619	1423	1435	1704	1667	1480

17	OC(CNCc1ccc(F)cc1)(c1ccc(F)cc1)c1ccc(F)cc1
18	O=C(Nc1ccc2c(c1)OCCO2)c1ccc(Br)s1
19	CCCNC(=O)Nc1ccsc1C(=O)OC
20	CCN(CCCNC(=O)CCCCn1c(=O)[nH]c2ccccc2c1=O)c1ccccc1
21	Cc1ccc(Cl)cc1NC(=O)COC(=O)CC1CC2CCC1C2 (centres undefined)
22	COc1ccccc1OCCOc1ccccc1/C=N/n1cnnc1
23	Cc1ccc(-n2c(=S)[nH]c3sc4c(c3c2=O)CCc2ccccc2-4)cc1
24	CCNC(=O)CC1C(=O)N(CC)C(=S)N1NC(=O)c1ccc(Cl)cc1 (centres undefined)
screen / no.	17	18	19	20	21	22	23	24
PMI act satM6P	0.9	1	1	1	1	1	0.8	0.9
PPARg SRC-2 ag	-2	9	3	6	6	2	-9	3
S1P3 antagonist	.	-3	-13	11	.	-9	-13	.
Diaph inh CS	22	16	7	12	8	6	26	5
G6PDH CS	11	-14	7	3	4	-4	8	16
PMI activator	0.9	0.9	0.9	1.1	1	1	0.9	1
ROMK primary	.	.	0.03	0.75	0.46	-0.03	.	.
PPARg SRC-1 ag	-6	2	2	12	15	3	-6	2
Diaph act CS	0.8	0.8	0.9	0.9	0.9	0.9	0.7	1
PPARg SRC3 recr	0	6	-1	14	0	0	4	-2
TR-FRET SRC-2 ct	1460	1602	1560	1703	1406	1618	1668	1628

25	O=S(=O)(Nc1ccncc1Cl)c1ccc2ccccc2c1
26	N#C/C(C(=O)N1CCCCC1)=C1\Nc2ccccc2S1
27	Cc1ccc(C)c(SCC(=O)Nc2cccc(S(=O)(=O)NC3=NCCCCC3)c2)c1
28	CC(C)(C)NS(=O)(=O)c1ccc(CCC(=O)Nc2cc(Cl)ccc2Oc2ccccc2)cc1
29	COc1cccc(/C=C/C(=O)OCC(=O)c2c[nH]c3ccccc23)c1OC
30	CCOc1ccc(NC(=O)c2cc(SC)ccc2Cl)cc1
31	Clc1ccccc1-c1nc(-c2ccccc2)n[nH]1
32	CCCCC(SCC(=O)Nc1ccccc1)C(=O)O (centres undefined)
screen / no.	25	26	27	28	29	30	31	32
PMI act satM6P	0.9	1	0.8	0.8	0.9	0.9	1	1
PPARg SRC-2 ag	10	-7	1	0	1	2	-1	9
S1P3 antagonist	3	.	-1	.	-4	14	-8	-11
Diaph inh CS	13	7	31	28	21	16	-1	10
G6PDH CS	6	-18	-3	5	3	-8	0	1
PMI activator	1.1	0.9	0.9	0.7	0.8	0.9	1	1
ROMK primary	.	-0.43	-0.37	-0.65	1.4	.	.	.
PPARg SRC-1 ag	3	-6	-3	-5	4	-1	-5	1
Diaph act CS	0.9	0.9	0.7	0.7	0.8	0.8	1	0.9
PPARg SRC3 recr	1	6	4	-1	3	3	-7	6
TR-FRET SRC-2 ct	1711	1512	1334	1412	1611	1696	1356	1541

Some of the entries so far, as labelled records.
29) COc1cccc(/C=C/C(=O)OCC(=O)c2c[nH]c3ccccc23)c1OC
  PMI act satM6P = 0.9
  PPARg SRC-2 ag = 1
  S1P3 antagonist = -4
  Diaph inh CS = 21
  G6PDH CS = 3
  PMI activator = 0.8
  ROMK primary = 1.4
  PPARg SRC-1 ag = 4
  Diaph act CS = 0.8
  PPARg SRC3 recr = 3
  TR-FRET SRC-2 ct = 1611

25) O=S(=O)(Nc1ccncc1Cl)c1ccc2ccccc2c1
  PMI act satM6P = 0.9
  PPARg SRC-2 ag = 10
  S1P3 antagonist = 3
  Diaph inh CS = 13
  G6PDH CS = 6
  PMI activator = 1.1
  ROMK primary = .
  PPARg SRC-1 ag = 3
  Diaph act CS = 0.9
  PPARg SRC3 recr = 1
  TR-FRET SRC-2 ct = 1711

(listing goes on)
33	CC1=C(C#N)C(C(F)(F)F)(C(F)(F)F)N=C(c2ccco2)N1
34	NC1=NC(=O)/C(=C\c2ccc(O)c([N+](=O)[O-])c2)S1
35	COc1cc(S(=O)(=O)N(Cc2cccnc2)Cc2ccco2)ccc1-n1cnnn1
36	O=C(Nc1ccccc1C(=O)O)c1ccc2ccccc2n1
37	O=Cc1ccc2oc3nc4n(c(=O)c3c(=O)c2c1)CCCS4
38	O=C(O)CC(NC(=O)OCc1ccccc1)c1ccccc1 (centres undefined)
39	CCCCCC(=O)Nc1nc(C)c(-c2csc(Nc3ccc(Cl)cc3)n2)s1
40	CC(C)(C)CN1CCNC(=O)C1CC(=O)N1CCOc2ccccc2C1 (centres undefined)
41	O=[N+]([O-])c1ccc([N+](=O)[O-])c(Nc2ccc(N3CCOCC3)cc2)c1
42	O=c1cc2c(nn1Cc1ccccc1Cl)-c1ccccc1CC2
43	CCCCNC(=S)Nc1ccc2nc3n(c(=O)c2c1)CCCCC3
screen / no.	33	34	35	36	37	38	39	40	41	42	43
PMI act satM6P	1	1	0.9	0.9	1	1	0.8	0.5	1	1	1.1
PPARg SRC-2 ag	9	20	-3	11	14	1	10	7	1	5	0
S1P3 antagonist	-19	-10	-14	28	.	0	.	-4	-13	.	-2
Diaph inh CS	15	37	49	13	39	13	16	31	-10	27	11
G6PDH CS	0	0	5	9	7	3	2	10	-1	1	2
PMI activator	1	1	0.8	0.9	1	1	0.7	0.8	1	0.9	1
ROMK primary	0.54	1.7	.	.	-1.8	.	.	0.031	.	-1.7	.
PPARg SRC-1 ag	-4	-2	-6	13	-1	6	11	4	3	4	-1
Diaph act CS	0.9	0.6	0.5	0.9	0.6	0.9	0.8	0.7	1.1	0.7	0.9
PPARg SRC3 recr	-10	4	0	-1	9	1	7	0	2	3	1
TR-FRET SRC-2 ct	1648	1662	1710	1494	1678	1578	1725	1592	1600	1633	1490

From PubChem BioAssay
